RBX1-CUL1 inh = human ROC1-CUL1 E3 ligase inhibition. P62877+Q13616. in vitro K48 di-Ub FRET, acceptor:donor ratio, 45 min. inhibition, % at 10 µM. 0.6% of 140,000 active; in the data active means inhibition above about 25%
Target sequence (P62877 whole entry, looked up): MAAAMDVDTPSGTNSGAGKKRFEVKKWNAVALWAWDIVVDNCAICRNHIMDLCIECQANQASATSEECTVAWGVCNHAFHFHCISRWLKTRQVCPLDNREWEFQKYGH
Target sequence (Q13616 whole entry, looked up): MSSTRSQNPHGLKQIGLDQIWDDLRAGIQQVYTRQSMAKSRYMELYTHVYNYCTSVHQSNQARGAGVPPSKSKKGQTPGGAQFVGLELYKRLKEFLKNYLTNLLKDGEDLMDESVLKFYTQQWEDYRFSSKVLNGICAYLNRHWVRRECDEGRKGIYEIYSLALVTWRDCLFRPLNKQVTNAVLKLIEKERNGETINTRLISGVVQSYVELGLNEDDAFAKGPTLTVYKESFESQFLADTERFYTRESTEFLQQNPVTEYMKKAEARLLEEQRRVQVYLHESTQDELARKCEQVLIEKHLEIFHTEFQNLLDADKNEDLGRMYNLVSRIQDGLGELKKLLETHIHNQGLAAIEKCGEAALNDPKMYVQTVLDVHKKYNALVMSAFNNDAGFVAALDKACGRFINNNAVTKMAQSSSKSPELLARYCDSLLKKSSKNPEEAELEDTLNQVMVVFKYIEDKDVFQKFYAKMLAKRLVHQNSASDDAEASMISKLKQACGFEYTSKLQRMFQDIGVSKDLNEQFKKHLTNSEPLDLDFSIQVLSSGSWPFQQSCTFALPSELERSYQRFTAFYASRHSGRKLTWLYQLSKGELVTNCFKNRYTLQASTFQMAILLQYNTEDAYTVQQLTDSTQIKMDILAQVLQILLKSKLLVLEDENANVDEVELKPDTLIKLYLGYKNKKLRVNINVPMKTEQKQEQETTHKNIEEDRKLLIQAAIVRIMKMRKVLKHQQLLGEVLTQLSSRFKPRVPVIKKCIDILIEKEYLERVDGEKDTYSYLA
* hit, by the source's call; & = joins results of further samples.

Sample of the layout:
SMILES	RBX1-CUL1 inh
Cc1ccc(NC(=O)CSc2nc(C)cc(C)c2C(=O)Nc2cccc(C)c2)cc1	3.7
Cc1nc(=O)c(-c2ccccc2)c(C)n1CCO	2.9
O=C(NCc1ccccc1)c1ccc(NC(=O)c2nsc3ccccc23)cc1	7.7
Cc1cc(-c2ccc(C)c(S(=O)(=O)NCCc3ccc(S(N)(=O)=O)cc3)c2)on1	0.5
COc1cc2c(cc1NC(=O)COc1ccc(Cl)cc1)oc1ccccc12	-7.9&-4.9
CC(=O)c1c(O)c(Cl)cc2c(C)cc(=O)oc12	-4.3
Cc1ccc(S(=O)(=O)c2nc(-c3cccc(Cl)c3)oc2NCc2ccccc2)cc1	2.5

The listing, from the start:
SMILES	RBX1-CUL1 inh
Cc1ccc(NC(=O)CSc2nc(C)cc(C)c2C(=O)Nc2cccc(C)c2)cc1	3.7
Cc1nc(=O)c(-c2ccccc2)c(C)n1CCO	2.9
O=C(NCc1ccccc1)c1ccc(NC(=O)c2nsc3ccccc23)cc1	7.7
Cc1cc(-c2ccc(C)c(S(=O)(=O)NCCc3ccc(S(N)(=O)=O)cc3)c2)on1	0.5
COc1cc2c(cc1NC(=O)COc1ccc(Cl)cc1)oc1ccccc12	-7.9&-4.9
CC(=O)c1c(O)c(Cl)cc2c(C)cc(=O)oc12	-4.3
Cc1ccc(S(=O)(=O)c2nc(-c3cccc(Cl)c3)oc2NCc2ccccc2)cc1	2.5
Cc1ccccc1C(=O)Nc1ccccc1C(=O)OCc1cc(=O)n2ccsc2n1	-2.1
CC1CC(C)CN(C(=O)C2CCN(C(=O)c3ccccc3F)CC2)C1 (stereo not given)	0.8
COc1ccc(N(CC(=O)N2CCN(c3cccc(Cl)c3)CC2)S(=O)(=O)c2c(C)noc2C)cc1	0.7
COC(=O)c1ccc(N2CC(C(=O)OCc3ccc(Cl)c(Cl)c3)CC2=O)cc1 (stereo not given)	0.0
CC(C)c1nccn1Cc1cc(C(=O)N2CCN(Cc3cccs3)CC2)n[nH]1	-1.1
COc1ccc(CCN2CCC(CNC(=O)c3cnn(-c4ccc(C)cc4)c3C3CCN(C(=O)OC(C)(C)C)CC3)CC2)cc1	-3.6
CN(Cc1ccn[nH]1)C(=O)c1coc(CN2CCN(C/C=C/c3ccccc3)CC2)n1	7.7
c1ccc(C2CCN(C3=NCCS3)CC2)cc1	2.0
O=C(NN1C(=O)c2ccccc2C1=O)c1cc(Br)ccc1O	-0.7
Cc1nc2cccnc2n1-c1cccc(C(=O)NCc2ccc(OC(C)C)cc2)c1	-1.7
Cc1ccc(NC(=O)NNC(=O)C2CC2c2ccccc2)cc1 (stereo not given)	-1.3
COc1ccc(OC)c(-c2cc(Cl)c3c(c2)CC(CNC(=O)C(C)n2nc(C)cc2C)O3)c1 (stereo not given)	-6.6
Brc1nnc2n1-c1ccccc1Sc1ccccc1-2	-4.2
Cc1ccc(OCC(=O)N2CC(C)CC(C)C2)c(C)c1 (stereo not given)	-4.3
CCCN(C(=O)N=C1CN(CC(C)C)C(=O)c2ccccc21)c1ccc(F)cc1	-2.5
O=C(NCC1CCCO1)C1CCN(C2CCN(C/C=C/c3ccco3)CC2)CC1 (stereo not given)	-5.9
Cc1ccc(S(=O)(=O)N2CCCC2C(=O)Nc2ccc(Br)cc2)cc1 (stereo not given)	-2.6
CCOC(=O)c1ccc(N=CC2C(=O)N(CC)C(=O)N(CC)C2=O)cc1	-2.2
CCCc1cc(C(=O)Nc2ccccc2Cl)n(C)n1	4.0
Cc1ccc2c(c1)c1c(c(=O)n(-c3cccc(Cl)c3)c(=O)n1CC(=O)N1CCCC1)n2C	0.4
O=C(O)CS(=O)C1C(=O)Nc2ccccc2C1=O (stereo not given)	12.6
Cc1ccc(-n2c(C)cc(/C=C3\C(=O)NC(=S)N(C)C3=O)c2C)c(C)c1	-5.7
COc1cccc(C(=O)N2Cc3ccccc3-c3ccccc3C2=O)c1	5.7
CCOc1ccc(-n2nnc(C(=O)N(C)C3CCS(=O)(=O)C3)c2C)cc1 (stereo not given)	0.0
CCC1(C)Cc2c(sc3nc(SC)[nH]c(=O)c23)CO1 (stereo not given)	-3.6
O=C(CC1=NCCN=C1CC(=O)c1ccc(Cl)cc1)c1ccc(Cl)cc1	-1.0
CCCCOC(=O)c1sccc1COc1ccc(Cl)cc1	3.5
CCCOc1ccc(C(=O)C2C(=O)C(=O)N(c3ccccn3)C2c2ccc(C(C)C)cc2)cc1 (stereo not given)	-4.8
CCOc1ccc(-n2c(=O)c3sc4ccccc4c3n(Cc3cccc(C)c3)c2=O)cc1	8.6
Cc1cc(-c2[nH]nc3c2C2(C(=O)Nc4ccccc42)C(C#N)C(=N)O3)c(C)s1 (stereo not given)	9.5
C=CCN1C(=O)N=C(Cc2ccc(OCc3cccc(C(=O)O)c3)c(OC)c2)C1=O	-2.5
Cc1nn(C(C)C(=O)O)c(=O)c2ccccc12 (stereo not given)	1.8
Cc1cc(OCC(=O)Nc2ccc(S(=O)(=O)NC3CCCCC3)cc2)cc(C)c1Cl	1.3
COc1ccc(CNC(=O)CC(C)n2nc(C)cc2C)cc1 (stereo not given)	8.6
COc1ccc(F)cc1S(=O)(=O)N1CCCC(C)C1 (stereo not given)	7.5
Nc1c(C(=O)N2c3ccccc3Sc3ccc(C(F)(F)F)cc32)sc2nc3c(cc12)CCCCC3	-6.1
CC(C)(C)c1cc(C2c3c(n[nH]c3-c3cccs3)OC(=N)C2C#N)cc(C(C)(C)C)c1O (stereo not given)	9.4
CC(=O)c1ccn(CC(=O)Nc2ccnn2CC2CCCCC2)n1	7.7
CCCC(=O)c1c(-c2ccc(C(C)(C)C)cc2)csc1NC(=O)c1c(F)cccc1F	-0.8
CCOc1cc(/C=C2\C(=O)NC(=S)N(C)C2=O)cc(Br)c1OCc1ccccc1F	-6.8
CCOC(=O)COc1ccc(C(C2C(=O)CC(C)(C)CC2=O)C2C(=O)CC(C)(C)CC2=O)cc1OC	4.0
COc1ccc(NC(=O)CSc2ncc3c(n2)-c2ccccc2N(C)S3(=O)=O)cc1Cl	-9.9
O=C(NCc1ccc(F)cc1)c1ccc2c(c1)N(Cc1c(F)cccc1Cl)C(=O)CS2	3.5
COc1cccc(-c2nn3c(-c4ccncc4)nnc3s2)c1	2.3
CCn1c(-c2ccccc2)csc1=Nc1cc(OC)c(Cl)cc1OC	-9.5
O=C(Nc1cccc(C(F)(F)F)c1)c1cc(CN2CCOCC2)on1	-2.8
O=C(c1cccs1)C(C=Nc1ccccc1Cl)C(=O)C(F)(F)F (stereo not given)	-2.9
CN1CCc2sc(N)c(C#N)c2C1	-10.7
CCCCOc1cc(CCNC(=O)C(c2ccccc2)c2ccccc2)ccc1OC	-5.6
Cn1c(=O)n(C)c2cc(N3CCOCC3)c(NS(=O)(=O)c3ccc(Br)cc3)cc21	-12.5
CC(=O)c1nn(-c2ccc(Br)cc2)cc1C(=O)c1cccc2ccccc12	-12.7
O=C(CC1(c2cccc(C(F)(F)F)c2)CC(=O)N(C2CC2)C1=O)N1CCCCC1 (stereo not given)	-1.9
O=C(CSc1nc2ccccc2nc1Cc1ccc(Cl)cc1)NCCc1ccccc1	-6.9
Next section:
SMILES	RBX1-CUL1 inh
CN(C(=O)CSc1nnc(COc2ccccc2)o1)c1ccccc1	-3.8
COCCn1c(=N)c(C(=O)NC(C)c2ccccc2)cc2c(=O)n3cc(C)ccc3nc21 (stereo not given)	4.5
O=C(CN1C(=O)S/C(=C\c2cc3c(cc2Cl)OCO3)C1=O)c1ccccc1	4.0
O=C1CSC(c2ccc([N+](=O)[O-])cc2)N1Cc1ccccc1 (stereo not given)	3.9
Cc1ccc(-c2nnc(Nc3ccc(Br)cc3)c3ccccc23)cc1S(=O)(=O)NCC1CCCO1 (stereo not given)	8.0
O=C(Cn1cnc2ccccc2c1=O)NCCC(=O)Nc1ccc(F)cc1	-6.8
O=C(N/N=C/c1cc2c(cc1[N+](=O)[O-])OCO2)c1ccc(O)cc1	10.0
COc1ccc(NC2CCCN(Cc3cccn3-c3cccnc3)C2)cc1OC (stereo not given)	-6.3
CC(C)Oc1ccc(-c2ccc(OC(C)C)cc2)cc1	5.1
Cc1nc(Nc2ccc(F)cc2)c2c3c(sc2n1)CCC3	11.1
O=C(NNC(=O)c1ccc(Br)s1)Nc1ccc(Cl)cc1	0.3
COc1ccc(Nc2nc(N)nc(CSc3nc4cc(OC)ccc4s3)n2)cc1	1.1
C=CCn1c(=O)c2c(nc3n(-c4ccccc4C)c(C)c(C)n23)n(C)c1=O	-14.3
Cc1cc2c(cc1C)-c1c(sn(-c3ccc(Br)cc3)c1=S)C(C)(C)N2	-13.9
CCOc1cccc(C(=O)N2CCN(c3ccc(F)cc3)CC2)c1	1.9

Four of these compounds in another layout.
molecule,RBX1-CUL1 inh
O=C(NNC(=O)c1ccc(Br)s1)Nc1ccc(Cl)cc1,0.3
COc1ccc(Nc2nc(N)nc(CSc3nc4cc(OC)ccc4s3)n2)cc1,1.1
C=CCn1c(=O)c2c(nc3n(-c4ccccc4C)c(C)c(C)n23)n(C)c1=O,-14.3
Cc1cc2c(cc1C)-c1c(sn(-c3ccc(Br)cc3)c1=S)C(C)(C)N2,-13.9

Continued:
SMILES	RBX1-CUL1 inh
Cc1ccc(C)n1-c1ccccc1Br	-5.4
CC1(C)CC(=O)C2C(=NC3=C(C(=O)CC(C)(C)C3)C2c2cccc3ccccc23)C1 (stereo not given)	0.2
O=C(Nc1ccnn1C1CCN(C(=O)c2cscn2)CC1)c1ccc2c(c1)OCO2	8.3
Cc1ccc(N2CC(C(=O)Nc3ccc(N(C)C)cc3)CC2=O)cc1Cl (stereo not given)	7.9
C=C1C(C(=O)N2CCN(CC)CC2)[C@@H]1C(=O)N1CCN(CC)CC1 (stereo not given in full)	2.7
COc1cc(CSc2ncc(CO)n2Cc2ccc(C)cc2)cc(OC)c1	5.9
CCCc1oc2ccc(NS(=O)(=O)c3ccc(OC)cc3)cc2c1C(=O)OCC	0.5
C=CCn1c(SCC(=O)Nc2sc(C(=O)OCC)c(C)c2C(=O)OCC)nc2scc(-c3ccco3)c2c1=O	7.8
COc1ccc(CNC(=O)c2ccc3c(c2)N(Cc2ccccc2)C(=O)c2ccccc2S3=O)cc1 (stereo not given)	-14.7
CCOC(=O)C1(C)CC(=Nc2ccc(C(=O)O)cc2)C(=O)N1c1ccc(C(=O)O)cc1 (stereo not given)	-0.7
COc1ccc2sc3ccccc3c(=O)c2c1OC	-9.7
CC12CCC(C(=O)Nc3ccc(Cl)cc3Cl)(OC1=O)C2(C)C (stereo not given)	4.4
COc1ccc(-n2c(=O)c3c4c(sc3n3c(SC(C)C)nnc23)COC(C(C)C)C4)cc1 (stereo not given)	-5.2
CCc1ccc(C2=Nc3nc4ccccc4n3C(c3cccc(C)c3)C2)cc1 (stereo not given)	-3.1
Cc1cn2c3ccccc3n(C)c2n1	2.6
Cc1ccc2nc(N3CCCC3)nc(-c3ccccc3)c2c1	4.6
COc1ccc(C2Oc3nc(SC)nnc3-c3ccccc3N2C(=O)c2ccccc2)cc1OC (stereo not given)	-1.9
Cn1cccc1/C=N\NC(=O)CN1CCN(Cc2ccccc2Cl)CC1	2.3
Nc1c(-c2nc(-c3cccs3)no2)nnn1-c1ccc(Cl)cc1	0.5
CCCOc1ccc(C(=O)Nc2ccc(NC(=O)c3ccccc3)c(C)c2)cc1	-8.9
Cc1c(CC(=O)NC(C)(C)CO)c2c(n1Cc1ccc(F)cc1)CCCC2=O	1.1
O=C(COCc1cc(-c2cccs2)on1)Nc1cc(C(F)(F)F)ccc1Cl	4.9
Cc1cc(C)cc(NC(=O)c2oc3ccc4c(c3c2C)C(=O)CC(C)(C)O4)c1	-3.9
CCOC(=O)C1C(C)=NC2=C(C(=O)CCC2)C1c1ccccc1OCc1ccccc1 (stereo not given)	-2.3
CC(=O)c1ccc(N2CCN(S(=O)(=O)c3c(C)nc4sc(C)cn4c3=O)CC2)cc1	3.2
CCc1ccc(-c2nc(CS(=O)CC(=O)NCCc3ccc(C)cc3)c(C)o2)cc1 (stereo not given)	3.6
Cc1ccc(C(=O)NN=C2CCCC2)cc1C	-0.3
Cc1cccc(OCC(=O)NC(Cc2c[nH]c3ccccc23)C(=O)O)c1C (stereo not given)	21.1
COC(=O)N1CCCc2cc(S(=O)(=O)NCc3ccccc3)ccc21	3.7
O=C(c1ccccc1)c1ccc(NC(=O)c2ccco2)cc1	-14.3
CCCCOC(=O)c1ccc(NC(=O)c2cc(-c3ccccc3)on2)cc1	6.5
Cc1ccc(S(=O)(=O)N(CCC#N)C2CCCCC2)cc1	-5.3
CCCn1ncc(CN2CCc3[nH]nc(-c4ccc5c(c4)OCO5)c3C2)c1C	4.6
C=CCN1CCN(C(=O)C(C)Oc2cccc(C)c2)CC1 (stereo not given)	10.4
COc1ccc(Cl)cc1-c1nnc(SCC(=O)c2ccc(F)cc2)o1	13.7
O=C(Nc1ccccc1C(F)(F)F)c1noc2c1CCCC2	-3.4
Cc1cc(NC(=O)CSc2ncc(C(=O)Nc3ccccc3)c(=O)n2C)no1	-1.2
CC(=O)Nc1ccc2nc(SCC(=O)N3CCCC3)sc2c1	8.5
COC(=O)CCC(=O)NC1CCCN(c2nc3ccccc3s2)C1 (stereo not given)	5.3
CC(=O)c1cc(-c2ccccc2)n(CC(=O)NC2CCCCCC2)c1C	-5.2
CCn1c(CNC(=O)c2cccc(Cl)c2)nnc1SCC(=O)Nc1cc(C)ccc1C	3.0
Clc1ccc(Nc2ccc(-n3ccnc3)nn2)cc1Cl	3.6
CCN(CC)CCn1c(=N)n(CC(O)c2ccc(Cl)c(Cl)c2)c2ccccc21 (stereo not given)	-8.1
COC(=O)C1C(=O)C(C(=O)OC)C(c2ccco2)C(C#N)(C#N)C1c1ccco1 (stereo not given)	3.9
CCOC(=O)N1CCc2c(sc(NCc3cccc(F)c3)c2C(=O)Nc2ccccc2OCC)C1	-2.9
C=CCn1c(SCC(=C)C)nc2sc3c(c2c1=O)CC(C)(C)OC3	1.4
CC(CNC(=O)c1cnccn1)NC(=O)c1cnccn1 (stereo not given)	-10.5
COc1cc(OC)c(/C=N/Nc2nnc(-c3ccccc3)c(-c3ccccc3)n2)c(OC)c1	-0.6
CC1(C)CC(=O)C2C(=Nc3ccccc3N(C(=O)C(F)(F)F)C2c2ccc([N+](=O)[O-])cc2)C1 (stereo not given)	-7.6

This is a subset, so the mix of outcomes need not match the whole.
